Screens: PubChem, National Center for Advancing Translational Sciences (NCATS)
CCT chaperon mod = High-Throughput Screening for Modulators of Cytosolic Chaperonin Activity; purified chaperonin ATPase assay, HTRF ADP detection, 30 min; activity change, % (concentration not given with the values), hits read low; hit rate 0.3% among 360,000; AID 651819, 2012; in the data active = activity change below about -30%; note: % is set by controls: 0 for no effect and ±100 for the full control effect
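TRiC at 40 or 20 nM final (batch-dependent) in 30 mM Tris pH 7.4, 100 mM KCl, 5 mM MgCl2, 1 mM DTT, with compound at single 76 uM and 10 uM ATP, 30 min at 37 deg C. ADP detected by HTRF Transcreener, 665/615 ratio.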
EPAC1 ag = qHTS for Agonist of cAMP-regulated guanine nucleotide exchange factor 3 (EPAC1): primary screen; Rap guanine nucleotide exchange factor 3 (Homo sapiens), O95398; EPAC1 agonist qHTS, biochemical assay; response scale: 100% = response to 6.5 mM cAMP; Potency, µM (top dose mostly 154 µM), inactives show top-dose activation, usual class: activators; hit rate 0.073% among 360,000; note: potency is the fitted concentration of half-maximal effect; nearly all actives have a fitted effect of over 60% in size
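Nucleotide exchange by EPAC1 (100 nM) on Rap1B–BODIPY-GDP (250 nM) in the presence of 50 uM GDP is tracked fluorescently at 480/540 nm over 30 min. Signals are normalized to a 6.5 mM cAMP control.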
PI5P4K alpha inh = qHTS for Inhibitors of phosphatidylinositol 5-phosphate 4-kinase (PI5P4K) | PI5P4Kalpha enzyme, ADP-Glo luminescence, 60 min; hits give low values | hit rate 1.2% among 330,000 | Phosphatidylinositol 5-phosphate 4-kinase type-2 alpha (Homo sapiens), P48426 | max response, %; active = max response of -50% or lower; inconclusive = between -30% and -50%; inactive = -30% or higher; note: value at the top dose of about 77 µM; % is set by controls: 0 for no effect and ±100 for the full control effect
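Single end-point luminescence (ADP-Glo) quantified ADP from PI5P4Kalpha turnover; ATP 5 microM final, 1 h at RT, 0.1% CHAPS and 0.28 mM EGTA in HEPES pH 7.4.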
PLK1 PBD inh = qHTS for Inhibitors of PLK1-PDB (polo-like kinase 1 - polo-box domain): Primary Screen; Serine/threonine-protein kinase PLK1 (Homo sapiens), P53350; Plk1 PBD binding of FITC phosphopeptide, fluorescence polarization; Potency, µM, without a hit: max response, negative = inhibition, most hits filed as inhibitors; hit rate 2.8% among 360,000; note: potency is the fitted concentration of half-maximal effect; series mostly up to about 57 µM; % is set by controls: 0 for no effect and ±100 for the full control effect; nearly all actives have a fitted effect of over 65% in size
WRN inhibitor = qHTS for Inhibitors of WRN Helicase. Bifunctional 3'-5' exonuclease/ATP-dependent helicase WRN (Homo sapiens), Q14191. WRN helicase unwinding, fluorescent forked duplex, kinetic. Potency, µM (titrated, usually from 114 µM), inactives show at the highest dose activity change, negative = inhibition, most hits filed as inhibitors. hit rate 0.46% among 360,000; note: potency is the fitted concentration of half-maximal effect; % is set by controls: 0 for no effect and ±100 for the full control effect; nearly all actives have a fitted effect of over 55% in size
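Kinetic fluorescence helicase assay: unwinding of a quenched forked DNA duplex (100 nM final) with 2 mM ATP final raises red fluorescence (525/598 nm). Compounds sat 15 min at room temperature with 20 nM WRN beforehand.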
Mm-Cpn inhibitor = Inhibitors of TCP-1 ring complex (TRiC) of Methanococcus maripaludis (MmCpn): qHTS | Chaperonin Mm-Cpn (Methanococcus maripaludis) | purified Mm-Cpn ATPase, ADP Transcreener TR-FRET | Potency, µM (titrated, usually from 76.9 µM), for inactives: at the top dose activity, negative = inhibition, actives largely listed as inhibitors | hit rate 0.031% among 330,000 | AID 504842, 2011; note: potency is the fitted concentration of half-maximal effect; % is set by controls: 0 for no effect and ±100 for the full control effect; nearly all actives have a fitted effect of over 80% in size
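Measured: ADP formation by purified Mm-CPN. Conditions: 25 nM protein, 10 uM ATP, Tris pH 7.4 with Mg2+, K+ and DTT, 37°C for 30 min. Detection: Transcreener HTRF after 30 min at room temperature.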
EPAC2 antagonist = qHTS for Antagonist of cAMP-regulated guanine nucleotide exchange factor 2 (EPAC2): primary screen; Rap guanine nucleotide exchange factor 4 (Homo sapiens), Q8WZA2; EPAC2 GEF exchange of Rap1B-BODIPY-GDP, fluorescence; Potency, µM (titrated, usually from 114 µM), inactives show at the highest dose activity, negative = inhibition, usual class: inhibitors; hit rate 0.18% among 360,000; AID 720708, 2013; note: potency is the fitted concentration of half-maximal effect; % is set by controls: 0 for no effect and ±100 for the full control effect; nearly all actives have a fitted effect of over 45% in size; many of its hits are not listed in these tables
Target sequence (Q8WZA2 whole entry, looked up): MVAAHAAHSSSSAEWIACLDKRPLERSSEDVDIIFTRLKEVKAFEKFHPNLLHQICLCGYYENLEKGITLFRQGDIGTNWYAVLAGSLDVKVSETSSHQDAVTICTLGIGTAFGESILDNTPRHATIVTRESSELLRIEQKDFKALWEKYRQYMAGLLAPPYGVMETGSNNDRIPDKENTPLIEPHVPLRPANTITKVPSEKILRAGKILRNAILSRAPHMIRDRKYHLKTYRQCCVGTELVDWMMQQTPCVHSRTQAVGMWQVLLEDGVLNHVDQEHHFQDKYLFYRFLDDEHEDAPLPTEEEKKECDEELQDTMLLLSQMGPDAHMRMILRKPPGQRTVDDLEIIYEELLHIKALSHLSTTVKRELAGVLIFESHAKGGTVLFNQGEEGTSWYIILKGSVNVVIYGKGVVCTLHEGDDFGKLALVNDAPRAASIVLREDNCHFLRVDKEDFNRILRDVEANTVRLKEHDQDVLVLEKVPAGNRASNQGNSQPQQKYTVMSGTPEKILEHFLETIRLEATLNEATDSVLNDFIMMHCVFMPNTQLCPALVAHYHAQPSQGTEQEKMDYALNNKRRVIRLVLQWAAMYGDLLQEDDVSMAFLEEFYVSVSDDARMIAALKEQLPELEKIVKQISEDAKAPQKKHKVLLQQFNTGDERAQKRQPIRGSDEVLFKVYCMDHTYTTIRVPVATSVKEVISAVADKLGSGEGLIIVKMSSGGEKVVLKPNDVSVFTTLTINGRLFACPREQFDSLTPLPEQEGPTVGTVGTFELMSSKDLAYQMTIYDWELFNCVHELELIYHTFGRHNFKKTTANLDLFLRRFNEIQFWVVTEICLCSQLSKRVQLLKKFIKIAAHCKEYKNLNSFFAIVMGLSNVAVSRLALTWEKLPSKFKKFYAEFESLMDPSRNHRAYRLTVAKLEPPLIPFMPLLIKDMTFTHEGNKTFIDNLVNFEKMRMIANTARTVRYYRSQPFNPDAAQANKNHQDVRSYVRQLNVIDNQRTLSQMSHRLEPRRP
EPAC1 antagonist = qHTS for Antagonist of cAMP-regulated guanine nucleotide exchange factor 3 (EPAC1): primary screen | EPAC1 GEF assay, Rap1b-BODIPY-GDP exchange fluorescence | hit rate 0.14% among 360,000 | Potency, µM (highest dose often 115 µM), inactives show at the top dose activity change, negative = inhibition, actives largely listed as inhibitors | Rap guanine nucleotide exchange factor 3 (Homo sapiens), O95398;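 note: potency is the fitted concentration of half-maximal effect; plate controls were vehicle for no effect and positive control for full effect; nearly all actives have a fitted effect of over 50% in size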
* marks the source's active call; other numbers are inactive results; ? = inconclusive; . = no result given; [ ] = another dose, or the depositor's remark. Unless noted, calls come from the whole dose curve; as a rule, active = well fitted curve in the direction sought with a large enough effect; inconclusive = small, poorly fitted or top-dose-only effect, or another doubt; inactive = no such curve, though single readings can be large; an effect the other way counts as inactive or inconclusive.

Order of results: CCT chaperon mod, WRN inhibitor, PLK1 PBD inh, EPAC1 antagonist, PI5P4K alpha inh, EPAC1 ag, EPAC2 antagonist, Mm-Cpn inhibitor
O=C(Oc1ccc2ccc(=O)oc2c1)N1CCOCC1
    0.1, -5%, -4%, -8%, 0, -4%, -24%, -1%
S=C(NCCc1ccccn1)NC1CCCCC1
    -0.2, 10%, 0%, 5%, -3, -8%, 21%, 0%
CCn1cc(CN2CCN(C)C(CCO)C2)c2ccccc21 (configuration not stated)
    -2.2, 9%, -6%, 3%, 3, -1%, 0%, -5%
CSc1ccc(CNCCN2CCOCC2)cc1
    -0.3, 2%, 4%, -7%, 2, 19%, 3%, -5%
CC[C@@]12C(=O)N(c3ccccc3)C(=O)N1[C@H](c1ccc(OC)cc1)[C@@H]1C(=O)N(C(C)(C)C)C(=O)[C@@H]12
    -0.4, 0%, -2%, -1%, -5, -13%, 7%, 2%
CSc1ncccc1C(=O)N1CCN(C(=O)c2ccccc2)CC1
    -3.2, -8%[57.1 µM], -9%, 24%, 7, -3%, 0%, -1%
Cn1ccnc1SCC(=O)NC1(C#N)CCCCC1
    1.6, 3%, 1%, 5%, -5, 8%, 12%, -4%
O=C(c1cc(Cl)cc(Cl)c1)N1CCC2CC1c1cc(-c3ccc4c(c3)OCO4)ccc12 (configuration not stated)
    -2.6, -1%, 1%, 9%, 9, 9%, -12%, .
COc1ccc(C(=O)Nc2ccc3cn[nH]c3c2)c(OC)c1
    -2.4, 0%, -1%, -21%, 3, 0%, 1%, -4%
NS(=O)(=O)c1cccc(Nc2nc3ccccc3nc2NS(=O)(=O)c2ccc(Cl)cc2)c1
    0.6, -9%[11.6 µM], 17µM*, ?, -6, -6%, ?, 2%
Cc1cc(Nc2c(C)cccc2C)n2nc(C)nc2n1
    -2.9, -11%, -3%, 1%, -6, 10%, 2%, 1%
CC(C)C(=O)Nc1ccc(NC(=O)c2cc3ccccc3o2)cc1
    2.1, -10%, -6%, 15%, ., -2%, 21%, 2%
CCOc1ccc(NC(=S)Nc2cc(C)[nH]n2)cc1
    -10, 1%, -4%, 6%, -10, 1%, 0%, 1%
COc1ccc(NCc2ccc(OC)c(Cn3ccnc3)c2)c(OC)c1
    -8.8, 4%, 3%, 0%, 6, -2%, 0%, -5%
COc1ccc(S(=O)(=O)n2[nH]c(=O)c(CCO)c2C)cc1
    2.4, 5%, 4%, -1%, -5, 9%, 1%, 5%
Cc1ccc(NC(=O)CSCC(=O)NCc2cccc(C(F)(F)F)c2)cc1
    3.1, -10%, -9%, -21%, 15, 1%, -2%, 0%
Cc1ccccc1NC(=O)C1CCN(c2cnccn2)CC1
    2.3, 9%, -1%, -4%, 1, 2%, 11%, 0%
O=[N+]([O-])c1ccc(Oc2ccc(/C=N/O)cc2)nc1
    0.8, -7%, -11%, 1%, 1, 10%, -5%, -1%
Cc1nc2ccc(NC(=O)c3ccc([N+](=O)[O-])cc3)cc2s1
    -1.1, -4%, 4%, 0%, -1, -6%, 15%, 0%
CC(C)(C)SCCNC(=O)CN1C(=O)c2ccccc2S1(=O)=O
    1.7, -5%, -25%, 2%, 2, -9%, -1%, 2%
CCCOCc1ccc(O)c2ncccc12
    1.3, 1%, -15%, -23%, 2, 5%, 7%, 1%
CCCc1cc(=O)[nH]c(SCC(=O)c2c(N)n(C)c(=O)n(C)c2=O)n1
    -0.3, -21%, 1%, -11%, -8, -1%, 0%, 2%
Nc1cc(S(=O)(=O)N2CCCCC2)ccc1N1CCOCC1
    -0.5, -1%[57.1 µM], -10%, ?, -2, 0%, -7%, 0%
Cc1cccc(C(=O)NCC(=O)OCCOc2ccccc2Cl)c1
    -5.0, 1%, -5%, -4%, 20, 3%, -11%, 1%
Cc1cccc2cc(/C=N/NC(=O)CN3CCOCC3)c(Cl)nc12
    -1.1, -24%, -3%, 5%, 9, 0%, -5%, 2%
COCCn1c(SCC(=O)NC2CCCC2)nc2cccnc21
    -0.8, 2%, 6%, 11%, -2, -3%, 5%, -1%
Nc1nnc(CC(=O)N/N=C/c2ccc(-c3ccc(F)cc3)o2)s1
    -0.1, -14%, -13%, -25%, -25, 8%, -4%, 1%
COc1ccc(/C=N/NC(=O)c2sc3nc(C)cc(C)c3c2N)cc1
    -2.6, -8%, -3%, 20%, -2, -9%, 14%, -3%
COc1cc(C(=O)NCCC(=O)NC2CCC(C)CC2)cc(OC)c1OC (configuration not stated)
    -0.3, 4%, -4%, 12%, 1, -8%, 18%, 2%
COc1cc(C)ccc1OCCOc1cc(C)ccc1Cl
    1.7, 4%, 24µM*, -5%, 1, 1%, 3%, -7%

Of the compounds above, these contain an NH in an aromatic ring.
Order of results: CCT chaperon mod, WRN inhibitor, PLK1 PBD inh, EPAC1 antagonist, PI5P4K alpha inh, EPAC1 ag, EPAC2 antagonist, Mm-Cpn inhibitor
COc1ccc(C(=O)Nc2ccc3cn[nH]c3c2)c(OC)c1
    -2.4, 0%, -1%, -21%, 3, 0%, 1%, -4%
CCOc1ccc(NC(=S)Nc2cc(C)[nH]n2)cc1
    -10, 1%, -4%, 6%, -10, 1%, 0%, 1%
COc1ccc(S(=O)(=O)n2[nH]c(=O)c(CCO)c2C)cc1
    2.4, 5%, 4%, -1%, -5, 9%, 1%, 5%
CCCc1cc(=O)[nH]c(SCC(=O)c2c(N)n(C)c(=O)n(C)c2=O)n1
    -0.3, -21%, 1%, -11%, -8, -1%, 0%, 2%

More entries follow.
Order of results: CCT chaperon mod, WRN inhibitor, PLK1 PBD inh, EPAC1 antagonist, PI5P4K alpha inh, EPAC1 ag, EPAC2 antagonist, Mm-Cpn inhibitor
CN(C)S(=O)(=O)CC12CCC(CC1=O)C2(C)C (configuration not stated)
    -4.0, 0%, -1%, 2%, 8, 3%, 0%, 0%
O=C(Nc1cccc2ccccc12)OCc1cncs1
    -2.0, -2%, -2%, -15%, 2, 4%, 6%, -2%
CCOC(=O)Oc1ccc2c(=O)c(Oc3cccc(C)c3)coc2c1
    0.7, -13%, -14%, 1%, ., 17%, -5%, 0%
COC(=O)C1CCN(C2CN(Cc3ccccc3)S(=O)(=O)C2)CC1 (configuration not stated)
    -0.8, 6%, -14%, 9%, -5, 3%, 15%, .
CCCCn1nnnc1C(c1ccccc1)N1CCN(C/C=C/c2ccccc2)CC1 (configuration not stated)
    -4.1, -5%, 3%, -1%, 0, -6%, -14%, .
Cc1ccc(Nc2nnc(SCC(=O)NCC3CCCO3)s2)cc1 (configuration not stated)
    -1.8, -7%, -18%, -8%, 1, -11%, 1%, 2%
Cn1c(=O)c(=O)n(C)c2cc(S(=O)(=O)N3CCN(c4ccccc4F)CC3)ccc21
    -2.2, -21%[57.1 µM], 5%, 17%, 2, -4%, 13%, 2%
CN(CC(=O)Nc1ccccc1Cl)C(=O)c1cccc(-n2cccc2)c1
    0.4, -1%, -6%, 5%, -21, -9%, -4%, -1%
OC(COc1c(Cl)cc(Cl)cc1Cl)CN1CCCCC1 (configuration not stated)
    0.3, -7%, -6%, -5%, ., 7%, -6%, -1%
O=C(NCc1ccncc1)c1cccc(S(=O)(=O)Nc2ccc(SC(F)F)cc2)c1
    -1.6, -9%, ?, 11%, -10, 2%, -2%, -1%
Cc1c(N)cc(N)cc1C(=O)O
    -3.2, -4%, -12%, 25%, -13, 29%, 3%, -6%
Cc1ccc(S(=O)(=O)N2CCCCC2)cc1NC(=O)c1cnccn1
    -3.8, 1%, -7%, -29%, -4, 7%, 4%, 1%
COc1ccc([C@H]2C[C@H](n3cc(-c4ccc(F)cc4)nn3)[C@@H](O)CN2Cc2cccs2)cc1
    0.1, -4%, -1%, 5%, 2, 10%, 1%, .
CCC1C(=O)N=C(SCC(=O)Nc2ccc(C(=O)OC)cc2)NC1=O (configuration not stated)
    0.8, -4%, -4%, 6%, -1, -3%, -6%[57.1 µM], 2%
COc1cc(C2C(C(C)=O)=C(O)C(=O)N2Cc2ccccc2)ccc1O (configuration not stated)
    0.6, 8%[57.1 µM], -2%, -3%, 7, -9%, 1%, -2%
O=C(O)c1cn(-c2ccccc2)c(=O)c2ccccc12
    -0.4, -8%[57.1 µM], -1%, -5%, -2, -5%, 0%, -4%
Cc1cc(C(=O)N(Cc2nnc(-c3ccc(Cl)cc3)o2)C(C)C)c2ccccc2n1
    1.6, -22%, -4%, -3%, -7, 2%, -21%, 0%
Cc1cc(=O)oc2cc(OCc3ccc(C(=O)OCC(=O)NC4CCS(=O)(=O)C4)cc3)ccc12 (configuration not stated)
    -1.2, -32%, -5%, 3%, 6, 3%, 4%, 0%
COc1ccc(CNC(=O)CCC(=O)Nc2ccc(Cl)cc2)cc1
    2.0, -2%, 1%, 12%, -8, 2%, 0%, -3%
O=C(CSc1nnc(-c2ccncc2)n1Cc1ccccc1)Nc1nccs1
    -1.9, 10%, -3%, 3%, ., 10%, -5%, 2%
Cc1ccc(S(=O)(=O)Cc2ccc(C(=O)N3CCN(c4ccc(F)cc4)CC3)o2)cc1
    1.1, -3%, -17%, 7%, -1, -7%, -27%, -1%
O=C(COC(=O)COc1cccc(C(F)(F)F)c1)NC1CCCC1
    -2.0, 4%, -7%, 6%, -7, 0%, -10%, 1%

Among those listed so far, these contain a COOH group.
Order of results: CCT chaperon mod, WRN inhibitor, PLK1 PBD inh, EPAC1 antagonist, PI5P4K alpha inh, EPAC1 ag, EPAC2 antagonist, Mm-Cpn inhibitor
Cc1c(N)cc(N)cc1C(=O)O
    -3.2, -4%, -12%, 25%, -13, 29%, 3%, -6%
O=C(O)c1cn(-c2ccccc2)c(=O)c2ccccc12
    -0.4, -8%[57.1 µM], -1%, -5%, -2, -5%, 0%, -4%

Not all compounds are listed (hit frequency here may not be typical).
